Screens from PubChem BioAssay.
M4 antag: blocks acetylcholine activation of human M4 receptor; P08173; CHO-hM4 cells, ACh EC80, Fluo-8 calcium fluorescence; inhibition, % at 3 µM; actives 0.73% (n = 360,000); AID 624125;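 active means inhibition above its plate's cutoff, the mean inhibition of sample wells plus 3 SD, cut at about 27% in these data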;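 further: 0% = acetylcholine EC80 with DMSO and 100% = DMSO without agonist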
Target sequence (P08173 whole entry, looked up): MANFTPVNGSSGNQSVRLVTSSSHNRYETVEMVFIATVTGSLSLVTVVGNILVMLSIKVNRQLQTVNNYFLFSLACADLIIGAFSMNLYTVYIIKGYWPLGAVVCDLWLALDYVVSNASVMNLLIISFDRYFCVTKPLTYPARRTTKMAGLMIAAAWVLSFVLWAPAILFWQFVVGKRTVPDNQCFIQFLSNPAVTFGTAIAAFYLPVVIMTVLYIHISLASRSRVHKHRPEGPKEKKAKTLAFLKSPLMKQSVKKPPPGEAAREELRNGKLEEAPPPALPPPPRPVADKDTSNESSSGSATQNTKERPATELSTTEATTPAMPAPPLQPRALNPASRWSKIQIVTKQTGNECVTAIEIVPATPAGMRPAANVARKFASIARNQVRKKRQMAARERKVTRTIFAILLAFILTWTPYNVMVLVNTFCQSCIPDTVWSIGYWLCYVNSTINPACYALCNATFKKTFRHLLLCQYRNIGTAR
CHO-K1 Ca antag: counter-screen for M1 antagonists: effect in parental CHO-K1 cells. inhibition, % at 3 µM. actives 0.6% (n = 360,000). ATP-induced calcium, Fluo-8 fluorescence;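 active means inhibition above a per-plate cutoff, the plate's mean sample inhibition plus 3 SD, cut at about 24% in these data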;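 further: 0% = DMSO plus EC80 ATP and 100% = DMSO alone without ATP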
CHO-K1 Ca PAM: M1 PAM counterscreen hit in parental CHO-K1 cells | actives 0.02% (n = 360,000) | ATP EC20, Fluo-8 calcium fluorescence; 0% at ATP EC20, 100% at ATP max | activation, % at 3 µM;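 active means activation above the run cutoff, the mean activation of all test compounds plus 3 SD, cut at about 40% in these data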;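 further: peak over basal fluorescence ratio in a 140 s read after ATP addition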
M4 ag: CHRM4 agonism in calcium assay | P08173 | CHO-K1 hM4/Gqi5, Fluo-8 calcium fluorescence; vehicle 0%, full acetylcholine response 100% | activation, % at 3 µM | actives 0.14% (n = 360,000) | AID 624127;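 active means activation above the run mean over all test wells plus 3 SD, cut at about 32% in these data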;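 further: peak over basal fluorescence ratio per well then scaled between controls; 0% = DMSO wells and 100% = acetylcholine at EC100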
CHRM5 antagonist: CHRM5 antagonism in calcium assay | inhibition, % at 3 µM | actives 0.59% (n = 360,000) | AID 624040 | P08912 | CHO-hM5 cells, Fluo-8 calcium fluorescence, ACh EC80;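 active means inhibition above a per-plate cutoff, the mean of that plate's test compounds plus 3 SD, cut at about 27% in these data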;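 further: 0% = acetylcholine EC80 with DMSO and 100% = DMSO without agonist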
Target sequence (P08912 whole entry, looked up): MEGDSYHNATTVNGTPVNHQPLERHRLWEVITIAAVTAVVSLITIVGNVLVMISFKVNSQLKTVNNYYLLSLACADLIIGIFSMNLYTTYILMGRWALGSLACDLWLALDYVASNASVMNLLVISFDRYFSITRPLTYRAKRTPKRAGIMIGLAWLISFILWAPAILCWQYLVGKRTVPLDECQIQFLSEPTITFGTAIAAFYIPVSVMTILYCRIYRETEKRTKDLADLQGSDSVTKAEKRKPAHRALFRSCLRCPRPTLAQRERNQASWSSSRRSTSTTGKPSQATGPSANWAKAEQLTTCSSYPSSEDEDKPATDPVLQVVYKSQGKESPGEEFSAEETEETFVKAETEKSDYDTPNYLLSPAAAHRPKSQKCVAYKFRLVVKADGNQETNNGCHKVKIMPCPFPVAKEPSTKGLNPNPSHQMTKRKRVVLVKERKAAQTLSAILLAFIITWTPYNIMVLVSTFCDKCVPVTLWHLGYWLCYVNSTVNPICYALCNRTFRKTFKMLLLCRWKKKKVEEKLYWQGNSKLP
CHRM4 PAM: positive allosteric modulators of human muscarinic M4 receptor; P08173; CHO-K1 hM4/Gqi5, Fluo-8 calcium fluorescence, ACh EC20; 0% = ACh EC20, 100% = maximal ACh; activation, % at 3 µM; actives 0.4% (n = 360,000);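 active means activation above its plate's cutoff, the mean activation of sample wells plus 3 SD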; further: some results filed as inactive read as strong as hits
CHO-K1 Ca ag: counter-screen for M1 agonists: effect in parental CHO-K1 cells; Fluo-8 calcium fluorescence; scaled to maximal ATP response, vehicle zero; activation, % at 3 µM; actives 0.48% (n = 360,000); AID 602248; in the data active means activation above about 15%;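 further: untransfected CHO-K1 host cells lacking M1 receptor as counterscreen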
M5 PAM: positive allosteric modulators of human muscarinic M5 receptor; P08912; CHO-K1 hM5, Fluo-8 calcium, ACh EC20 PAM; 0% = ACh EC20, 100% = ACh EC100; activation, % at 3 µM; actives 0.3% (n = 360,000);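 active means activation above the run cutoff, the mean activation of all test compounds plus 3 SD, cut at about 18% in these data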
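Assay system – human M5 receptor in CHO-K1 cells · Read-out – % activation, ACh-normalized · Technique – Fluo-8 calcium fluorescence · Dosing – single-point, 3 µM nominal · Incubation – Fluo-8 loading 80 min at 37 °C plus 30 min room temperature · Repeats – singlicate, one well per test compound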
CHRM5 agonist: CHRM5 agonism in calcium assay; P08912; CHO-K1 hM5 cells, Fluo-8 calcium fluorescence; 0% DMSO wells, 100% maximal acetylcholine response; activation, % at 3 µM; actives 0.19% (n = 360,000); AID 624037;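 active means activation above the run's mean over test compounds plus 3 SD, cut at about 23% in these data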;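 further: signal is peak over basal fluorescence ratio across the kinetic read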
* = called active by the depositor. Random draw from the library. Share with any hit: about 2.7%.

SMILES	M4 antag	CHO-K1 Ca antag	CHO-K1 Ca PAM	M4 ag	CHRM5 antagonist	CHRM4 PAM	CHO-K1 Ca ag	M5 PAM	CHRM5 agonist
Cc1csc(NC(=O)C2CC(=O)N(c3ccc4c(c3)OCCO4)C2)n1 (centres undefined)	-4	-11	5	3	-1	-2	1.4	-6	3
Cc1cc(C)n(C(C)Sc2ccccc2)n1 (centres undefined)	11	3	-5	0	5	11	0.1	4	-2
CCOC(=O)CC1C(=O)NCCN1C(=O)COc1ccc(C(C)(C)C)cc1 (centres undefined)	7	-13	9	2	-9	2	1.3	5	0
Cc1ccc(NC(=O)CN(C)C(=O)CNC(=O)c2sc3ccccc3c2Cl)cc1	-2	-3	-13	0	-8	-1	-0.4	6	-2
CN(C)CCCNC(=S)NCC(c1ccc(Cl)cc1Cl)c1c[nH]c2ccccc12 (centres undefined)	29*	9	15	16	7	-11	10	3	-5
COCCCNCCC(CCC(C)C)c1ccc2c(c1)OCO2 (centres undefined)	3	-5	5	4	0	-9	1.8	-2	-12
CCC(=O)OC1c2ccccc2C(=O)N1Cc1ccccc1 (centres undefined)	-5	-3	17	0	-2	-4	-0.1	5	2
O=C1NC(=O)C2(COC(c3ccccc3Cl)OC2)S1 (centres undefined)	3	13	11	2	-1	3	9.8	-6	-1
CCCS(=O)(=O)NC(=O)C1(C)CCCN(C(=O)c2ccccc2)C1 (centres undefined)	6	16	-10	0	-1	-2	-0.2	0	0
Cc1ccc(-n2ncc3c(N4CCN(c5ccccc5)CC4)ncnc32)c(C)c1	20	16	-4	17	14	-23	4.8	-10	3
COCc1cc(=O)[nH]c(/N=C(\N)Nc2cccc(Cl)c2)n1	-6	11	-14	2	-2	9	0.5	1	2
CC(C)(C)c1ccc(-c2nc(C#N)c(N3CCC(C(N)=O)CC3)o2)cc1	-12	0	8	2	7	-3	1.2	-6	-6
CS(=O)(=O)NN1C(=O)c2ccccc2NC1c1ccccc1O (centres undefined)	-13	-5	7	1	0	2	0.1	-4	-2
COc1ccc(S(=O)(=O)N2CCc3ccccc32)cc1C(=O)OCc1nnc(-c2ccccc2)o1	2	6	-2	1	-3	4	-0.3	0	-1
COC(=O)c1c(-c2ccc(OC)cc2)oc2ccccc12	-13	2	-9	0	4	6	-0.2	2	0
COCCc1nc2ccc(C(=O)N(C)Cc3cccc(-n4nc(C)cc4C)c3)cc2o1	-19	13	-19	4	-8	1	0.4	-2	-2
COc1ccc(C(=O)N[C@H](C(=O)Nc2ccc(S(=O)(=O)N3CCOCC3)cc2)C(C)C)cc1	2	-11	13	1	13	1	-0.3	-3	-9
CSC1=NCCN1C(=O)COc1ccccc1	11	-12	-13	1	-2	-3	0.7	-1	4
CCc1ccc(-c2cc3c(=O)n(CC(=O)NCCN4CCCCC4C)nc(C)n3n2)cc1 (centres undefined)	1	-4	13	19	7	-2	7.1	-11	-4
COc1ccccc1C(=O)C1CCCN(C(=O)CN2CCCCC2=O)C1 (centres undefined)	3	-8	1	1	2	4	0.5	-2	-1
Cc1ccc(C(=O)N/N=C2\CCCc3ccccc32)c(C)c1	-6	-11	24	-1	0	7	1.4	6	-3
COc1ccc(S(=O)(=O)N2CCC(NC(=O)c3ccccc3)CC2)cc1	11	8	-11	12	15	-8	2.7	-3	-3
COc1ccccc1-c1nnc(SCc2ccccn2)n1C	5	-8	15	1	-6	5	0.4	-3	-3
COc1ccc(C(=O)NCc2ccccn2)cc1[N+](=O)[O-]	5	-6	5	1	14	0	2.5	-1	3
O=C(Nc1ccc(F)cc1F)c1ccccc1-c1ccccc1	8	3	-4	0	-10	13	-0.8	6	-4
COc1ccc(OC)c(C(=O)CSc2nccc(-c3ccc(Br)cc3)n2)c1	0	-9	8	2	-6	5	3.8	2	-1
CCS(=O)(=O)N1CCN=C1SCc1ccc(F)cc1	5	8	15	0	10	-2	2.7	1	-5
OC(CNCc1ccc(Cl)cc1)COc1ccccc1 (centres undefined)	-12	-3	-4	2	-2	8	1.9	-1	-4
COc1ccc(CCN(Cc2cc3cccc(C)c3[nH]c2=O)C(=O)N2CCCC2)cc1OC	-7	15	-6	6	-3	3	1.2	-4	-1
CCN(CC(=O)Nc1ccccc1C(F)(F)F)C(=O)CCSc1ccc(F)cc1	-9	9	-22	9	9	6	1.1	-14	5
COc1cccc(C2c3[nH]c4ccccc4c3C[C@H]3C(=O)N(c4ccccc4C(=O)N4CCC[C@H]4C(=O)O)C(=O)N23)c1 (some centres undefined)	-2	0	11	1	4	3	0.2	1	1
CC(=O)c1cccc(NS(=O)(=O)c2ccc(N/C=C/C(=O)c3ccc(F)cc3)cc2)c1	17	8	-7	10	17	-19	7.7	-13	2
CC(=O)Nc1cc2c(cc1C(=O)C(C)C)OCCO2	-4	-3	6	0	1	11	-0.2	6	3
Cc1ccc(-c2nnc(SCC(=O)N/N=C/c3ccccc3C(=O)O)n2-c2ccc(Cl)cc2)cc1	0	-10	2	1	4	19	-0.5	4	-5
O=c1cc(-c2ccc([N+](=O)[O-])cc2)nc2cc(-c3ccc(F)cc3)[nH]n12	-11	-4	9	0	-6	2	-0.6	1	4
Cc1csc(C(C)N(C)C(=O)c2ccc(OC3CCN(Cc4ccccn4)CC3)cc2)n1 (centres undefined)	3	-12	6	3	-2	-9	2.1	-5	-4
CCCCCCSc1cccc(-c2nc3cc(C)ccn3c2NC2CCCCC2)c1	3	-12	6	-1	3	12	-0.4	10	1
N#Cc1nc(-c2ccco2)oc1NCc1cccnc1	7	-5	3	0	-10	-1	0.1	-2	3
COC(=O)C(C)N(C(=O)c1cccc(Cl)c1)c1c(C)cccc1C (centres undefined)	13	-40	0	-3	5	5	-1.0	-6	-4
COc1ccccc1C/C(N)=N/OC(=O)c1cccc([N+](=O)[O-])c1C	-4	-7	6	-1	-4	-5	-0.4	-6	-6
COc1ccc2nc(/N=C\N(C)C)sc2c1	14	1	0	0	0	-3	0.1	-3	0
Cc1cc(=O)oc2cc(NC(=O)C(C)N3C(=O)C4CCCCC4C3=O)ccc12 (centres undefined)	-4	-16	12	1	14	0	1.0	2	1
OC(c1cccnc1)c1nc(-c2ccc3c(c2)OCO3)cs1 (centres undefined)	-5	-5	14	3	4	5	1.9	-2	4
O=C(O)c1ccc(NS(=O)(=O)c2ccc(Cl)c(C(=O)Nc3ccccc3[N+](=O)[O-])c2)cc1	2	1	-1	0	-9	-1	-0.1	6	5
COc1cccc(CNC(=O)C2CCCN(S(=O)(=O)c3cnc[nH]3)C2)c1 (centres undefined)	-8	-7	25	1	2	10	0.3	-5	3
CCn1c(=O)cc(SCC(=O)N2CCCCC2)c2ccccc21	2	-25	-12	1	8	3	1.1	-11	4
Cc1ccc(S(=O)(=O)N(C)c2ccc(C(=O)N3CCC(C(N)=O)CC3)cc2)cc1	-1	4	-2	0	-8	11	0.5	1	-4
Cc1cc(C)c2nc(SC(C)C#N)cc(C)c2c1 (centres undefined)	-3	-9	6	-1	4	-1	-0.4	-2	-5

Molecules listed so far with a tert-butyl group (2):
SMILES	M4 antag	CHO-K1 Ca antag	CHO-K1 Ca PAM	M4 ag	CHRM5 antagonist	CHRM4 PAM	CHO-K1 Ca ag	M5 PAM	CHRM5 agonist
CCOC(=O)CC1C(=O)NCCN1C(=O)COc1ccc(C(C)(C)C)cc1 (centres undefined)	7	-13	9	2	-9	2	1.3	5	0
CC(C)(C)c1ccc(-c2nc(C#N)c(N3CCC(C(N)=O)CC3)o2)cc1	-12	0	8	2	7	-3	1.2	-6	-6

Later entries:
SMILES	M4 antag	CHO-K1 Ca antag	CHO-K1 Ca PAM	M4 ag	CHRM5 antagonist	CHRM4 PAM	CHO-K1 Ca ag	M5 PAM	CHRM5 agonist
CCn1nc(C(=O)Nc2cccc(S(=O)(=O)N3CCCC3)c2)c2ccccc2c1=O	6	-9	3	8	10	-5	3.0	-9	-2
COc1ccccc1CNC(=O)COC(=O)c1ccc2c(=O)n3c(nc2c1)CCCCC3	-3	14	-2	1	-2	8	0.1	-3	2
Cc1cc(NC(=O)CSc2ncnc3c2cnn3-c2cccc(Cl)c2)no1	-3	2	-17	0	-2	4	-0.2	14	5
O=C(CN1C(=O)CSCC1=O)NCc1ccc(F)cc1	4	10	-9	0	10	-3	-0.3	-4	-2
CCc1ccc(N2CC(C(=O)OCC(=O)NNC(=O)c3ccccc3)CC2=O)cc1 (centres undefined)	-4	12	-12	0	0	7	1.1	5	3
COC(=O)c1ccccc1Nc1cc(C)nc2nc(C)nn12	3	6	6	2	1	0	-0.2	-4	5
O=C(N/C(=C\c1ccco1)C(=O)N1CCCC(CO)C1)c1ccccc1 (centres undefined)	-6	-8	-11	2	21	1	0.8	-6	-3
CCOc1ccc(C(=O)NCC(=O)N2CCC3CCCCC3C2)cc1OCC (centres undefined)	-16	6	-12	3	4	0	-0.5	3	-4
Cc1ccc(-n2ncc3c2CCCC3NC(=O)c2ccccc2N2CCOCC2)cc1C (centres undefined)	-9	-6	7	2	7	5	-0.2	-1	-1
O=C(CN1CCC(n2nnc3cc(C(F)(F)F)ccc32)CC1)NNC(=O)c1ccco1	5	-9	-5	1	-5	3	0.4	2	-1
COc1ccc(OCCSc2nc(N)cc(N)n2)cc1	3	15	-4	2	2	-2	0.0	0	0
O=C1CC2(CCCCC2)Oc2ccc(O)cc21	19	-3	-4	1	9	-6	0.5	-2	-3
NS(=O)(=O)c1ccc(NC(=O)COC(=O)c2cccc(S(=O)(=O)N3CCCC3)c2)cc1	10	-12	-4	0	0	-12	-0.3	2	-3
Cc1ccc(CNS(=O)(=O)c2ccc(-c3cnc(C4CC4)o3)cc2)cc1	-1	-5	-5	8	5	-2	6.3	0	2
C=CCn1c(C)cc(C(=O)COC(=O)c2cncc(Br)c2)c1C	4	5	-9	4	15	0	0.9	-6	-4
CC1CC(C)CN(CCCNC(=O)CC2Oc3ccccc3NC2=O)C1 (centres undefined)	2	0	20	2	-3	3	0.2	1	-3
Cc1cc2nnc(SCC(=O)NCc3cccs3)n2c2ccccc12	2	-3	16	0	-3	4	0.3	3	-1
CCOc1cc(/C=N\NC(=O)CN2CCOCC2)ccc1OCc1ccc(F)cc1	-10	0	4	7	2	-6	2.2	-8	0
CC1CCCN(C(C(=O)Nc2ccc3c(c2)OCCO3)c2ccccc2)C1 (centres undefined)	-7	-1	16	3	2	-3	-0.4	-6	-8
CC(C)(C)OC(=O)CN1C(=O)C(Sc2n[nH]c(-c3ccccc3)n2)CCc2ccccc21 (centres undefined)	8	-22	-2	2	5	4	0.5	3	0
Cc1ccc(NC(=O)CSCC(=O)N(C)CC(=O)Nc2cccc(F)c2)cc1	-12	4	-23	2	6	4	0.0	-1	1
CC1(C)CNC(=O)c2sc(NC(=O)CN3CCOCC3)nc2C1	1	-9	4	1	0	11	1.0	9	-5
CCOC(=O)C1CCN(c2c(Nc3ccc4c(c3)OCCO4)c(=O)c2=O)CC1	-8	-2	7	1	3	3	0.0	-4	1
CCCCC1(C)OC(=O)C(=Cc2c[nH]c3ccccc23)C(=O)O1 (centres undefined)	6	1	14	1	7	4	1.9	-6	-3
Cc1c(Cl)c(C(=O)NNC(=S)Nc2ccc(F)cc2)nn1C	-8	-4	8	2	-2	6	0.1	-2	0
